High-throughput results deposited in PubChem by several laboratories.
West Nile antiviral = West Nile virus antiviral activity, cell-based, CPE readout (AID 1621). West Nile virus-infected cells, CPE inhibition; higher % means a stronger effect. CPE inhibition, % at 10 µM; hits with a dose series show IC50 in µM. 290,000 compounds, 0.02% hits; in the data active = a potency from the dose series; inconclusive = CPE inhibition mostly from about 3.7% at the one dose, without a potency; inactive = the rest, 99 in 100 with CPE inhibition below about 2.2%; note: strong numbers were not always called active
Large T inhibition = TAg ATPase/helicase activity blockers – biochemical (AID 1903); SV40 large T antigen ATPase/helicase inhibition assay; higher % means a stronger effect; 310,000 compounds, 0.39% hits; inhibition, % at 20 µM, or IC50 in µM where a hit was titrated; in the data active = a potency from the dose series; inconclusive = inhibition mostly from about 32% at the one dose, without a potency; inactive = the rest, 99 in 100 with inhibition below about 32%; note: strong numbers were not always called active
T cell modulator = modulates CD8 T cell binding to vesicles; 2C CD8+ T cell-vesicle binding, flow cytometry; hits give low values; calls only at 7 µM; 330,000 compounds, 0.068% hits; AID 2052;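 active = response, share of CD8 T cells binding vesicles, and their 90th percentile fluorescence all below set limits, cut at about 80% in these data, passing the limit was not always enough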
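Incubation: binding step 1.5 h, 37 °C, antibody labelling 20 min, ice; system: murine 2C transgenic CD8+ T lymphocytes; technique: cytometric PE anti-B7-1 and Alexa647 anti-CD8 signals after 1% paraformaldehyde fixation; also added: QL9-charged Drosophila Ld/ICAM-1/B7-1 vesicles; control set: naked versus QL9-loaded vesicles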
PhoP inhibition = PhoP-dependent GFP reporter repression – Salmonella Typhimurium, primary screen (AID 1863) | S. Typhimurium PhoP-regulated promoter GFP reporter, 4 h; higher % means a stronger effect | one-dose inhibition, % at 50 µM; IC50 in µM for titrated hits | 300,000 compounds, 0.16% hits;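 active = inhibition over 29.93%, a cutoff 3 SD above the screen mean, later confirmed by dose response; inconclusive = inhibition over 29.93% but no dose response follow-up; inactive = inhibition at most 29.93% or unconfirmed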;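 note: 0% = low Mg2+ inducing control and 100% = high Mg2+ repressing control; strong numbers were not always called active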
WT yeast gro inh = growth inhibition of WT yeast, mitochondrial fusion screen | mitochondrial fusion phenotypic screen, WT strain | inhibition, % at 10 µM | 190,000 compounds, 2.1% hits; in the data active = inhibition above about 58%; tested in S. cerevisiae
Rac1 GTP hydrolysis = MgcRacGAP GTPase-activating activity inhibitors, confirmation, biochemical, ADP Hunter fluorescence | 340,000 compounds, 0.6% hits | AID 624330 | MgcRacGAP-stimulated Rac1 GTP hydrolysis, ADP Hunter fluorescence; higher % means a stronger effect; GST-tagged Rac1 F28L mutant substrate | inhibition, % at 30 µM, or IC50 in µM where a hit was titrated;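 active = first-screen hits whose inhibition reached a set limit at any dose in the follow-up dose series; inconclusive = inhibition above the set first-screen limit but never retested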;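 note: fluorescence reports GDP produced by GAP-driven GTP hydrolysis; strong numbers were not always called active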
b-catenin transl = modulators of beta-catenin nuclear translocation; HeLa beta-catenin nuclear translocation, immunofluorescence imaging; nuclear translocation activity, % at 5 µM; 190,000 compounds, 0.3% hits; AID 1665;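 active = nuclear translocation activity above 50% at 5 µM, with a well cell count of 50 or more; inconclusive = wells under 50 cells across six images, flagged as toxic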;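 note: per-cell ratio of nuclear to cytoplasmic median beta-catenin stain intensity; plate controls were DMSO negative control for no effect and GSK-3 inhibitor IX positive control for full effect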
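Test system: human HeLa cell line; Doses: 5 µM primary, 0.02–20 µM confirmation; Incubation: 24 h compound exposure, 37°C; Detection: beta-catenin immunofluorescence imaging with DAPI; Read-out: beta-catenin nuclear/cytoplasmic ratio, % activation.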
Myeloid diff 2 = myeloid differentiation induction | calls only at 10 µM | ER-HoxA9 myeloid progenitors, lysozyme-GFP differentiation, flow cytometry | 360,000 compounds, 1% hits | AID 624256;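 active = normalized GFP-positive differentiation at or above the plate's own cutoff, the solvent-only control mean plus 3 SD; inconclusive = no clear call, values can overlap the other calls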;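 note: cells exposed to compound for four days before flow analysis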
RSV antiviral HEp-2 = RSV antiviral activity via CPE protection, HEp-2 cells, primary 10 µM value included (AID 2391); HEp-2 cells, RSV-induced CPE inhibition; higher % means a stronger effect; one-dose CPE inhibition, % at 10 µM; IC50 in µM for titrated hits; 310,000 compounds, 0.13% hits; in the data active = a potency from the dose series; inconclusive = CPE inhibition mostly from about 23% at the one dose, without a potency; inactive = the rest, 99 in 100 with CPE inhibition below about 21%; note: strong numbers were not always called active
WT yeast gro inh mutant strain = recorded beside WT yeast gro inh, whose call it bears; inhibition, %; mitochondrial fusion phenotypic screen, mutant strain inhibition
b-catenin transl cell count 5 µM = recorded beside b-catenin transl, whose call it bears; cell count; measured here: cell count, cytotoxicity flag
T cell modulator vesicle-bound % = second read-out of T cell modulator, no call of its own (marks repeat the call); double positive events, %; measured here: CD8+ vesicle-bound cell fraction;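 binding gate set so that unloaded-vesicle control wells show 10% double positive cells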
Myeloid diff 2 GFP+ MAC1+ % = recorded beside Myeloid diff 2, whose call it bears; GFP+ MAC1+ double positive, %; measured here: differentiation confirmed by MAC1 staining
* marks the source's active call; other numbers are inactive results; i = inactive; ? = inconclusive; . = not tested or not shown; + = active, no number.

Sample of the layout:
Molecule,West Nile antiviral,Large T inhibition,T cell modulator,T cell modulator vesicle-bound %,PhoP inhibition,WT yeast gro inh,WT yeast gro inh mutant strain,Rac1 GTP hydrolysis,b-catenin transl,b-catenin transl cell count 5 µM,Myeloid diff 2,Myeloid diff 2 GFP+ MAC1+ %,RSV antiviral HEp-2
CCOC(=O)c1c(-c2ccc(-c3ccccc3)cc2)csc1NC(=O)C1C2CCC(O2)C1C(=O)O (stereo unspecified),-0.3%,8%,i,44,-21%,10,21,18%,.,.,i,0.8,21%
CCN(CC(=O)Nc1c(F)cccc1F)C(=O)c1cccc(S(=O)(=O)N2CCCCCC2)c1,.,.,i,20,.,.,.,8%,.,.,i,0.4,1.2%
Cc1cc(N2CCN(c3ccccc3)CC2)nc2ccccc12,-1.2%,6%,i,65,-2%,.,.,13%,.,.,i,0.3,3.8%
O=C(c1ccc2ccccc2c1)N1CCN(S(=O)(=O)/C=C/c2ccccc2)CC1,-1.1%,14%,i,55,0%,45,-2,4%,-0.8,1186,i,0.2,?
O=C(CCCCC(=O)NNC(=O)COc1ccccc1)NNC(=O)COc1ccccc1,-0.2%,6%,i,39,4%,.,.,4%,.,.,.,.,2.2%
CC(C)C(=O)Nc1nnc(S(=O)(=O)N2CCc3ccccc32)s1,-0.2%,.,i,26,.,.,.,3%,.,.,i,2.7,-0.5%

The list itself (from the top)
Molecule,West Nile antiviral,Large T inhibition,T cell modulator,T cell modulator vesicle-bound %,PhoP inhibition,WT yeast gro inh,WT yeast gro inh mutant strain,Rac1 GTP hydrolysis,b-catenin transl,b-catenin transl cell count 5 µM,Myeloid diff 2,Myeloid diff 2 GFP+ MAC1+ %,RSV antiviral HEp-2
CCOC(=O)c1c(-c2ccc(-c3ccccc3)cc2)csc1NC(=O)C1C2CCC(O2)C1C(=O)O (stereo unspecified),-0.3%,8%,i,44,-21%,10,21,18%,.,.,i,0.8,21%
CCN(CC(=O)Nc1c(F)cccc1F)C(=O)c1cccc(S(=O)(=O)N2CCCCCC2)c1,.,.,i,20,.,.,.,8%,.,.,i,0.4,1.2%
Cc1cc(N2CCN(c3ccccc3)CC2)nc2ccccc12,-1.2%,6%,i,65,-2%,.,.,13%,.,.,i,0.3,3.8%
O=C(c1ccc2ccccc2c1)N1CCN(S(=O)(=O)/C=C/c2ccccc2)CC1,-1.1%,14%,i,55,0%,45,-2,4%,-0.8,1186,i,0.2,?
O=C(CCCCC(=O)NNC(=O)COc1ccccc1)NNC(=O)COc1ccccc1,-0.2%,6%,i,39,4%,.,.,4%,.,.,.,.,2.2%
CC(C)C(=O)Nc1nnc(S(=O)(=O)N2CCc3ccccc32)s1,-0.2%,.,i,26,.,.,.,3%,.,.,i,2.7,-0.5%
CCS(=O)(=O)Nc1cccc(C2=NN(S(C)(=O)=O)C(c3ccccc3)C2)c1 (stereo unspecified),0.0%,1%,i,65,-4%,8,3,7%,0.6,1025,i,1.3,0.9%
Cn1c(CNC(=O)c2ccc(Cl)cc2)nnc1SCC(=O)NC1CCCC1,-0.3%,16%,i,33,-2%,.,.,5%,.,.,i,0.5,2.5%
Nc1nc(SCC(=O)N2CCCC2)[nH]c(=O)c1-c1ccccc1,0.1%,3%,i,28,-2%,-6,-2,11%,-0.2,1070,i,0.5,2.9%
COc1ccc(N=C2C(=Nc3ccc(OC)cc3)N(c3ccc(N(C)C)cc3)C(=S)N2c2ccc(OC)cc2)cc1,?,23%,i,17,8%,-5,7,10%,2.4,1238,.,.,5.9µM*
COc1ccc(-c2nn(-c3ccccc3)cc2N)cc1,-0.1%,5%,i,28,-11%,-2,1,-10%,1.8,1071,+,0.6*,2.0%
O=C(Cn1cnc2ccccc2c1=O)NC1CCS(=O)(=O)C1 (stereo unspecified),.,15%,i,31,-6%,.,.,7%,.,.,i,0.5,-2.1%
O=Cc1ccc2ccc3cccnc3c2n1,-0.8%,17%,i,46,0%,.,.,5%,.,.,i,0.7,?
COc1ccc(NC(=O)c2nn(C)cc2[N+](=O)[O-])cc1,0.5%,7%,i,34,-9%,.,.,-1%,-1.3,1199,i,0.3,1.1%
COc1nc(C)nc(NC(=O)NS(=O)(=O)c2ccc(C)cc2)n1,-0.7%,-1%,i,18,-7%,-6,-12,7%,0.3,1173,i,1.1,1.1%
O=C1c2ccccc2NC(c2cnc3ccccc3n2)N1O (stereo unspecified),0.1%,8%,i,51,-26%,0,6,17%,-3.7,984,i,1.1,2.0%
CC(Sc1ccc2c(c1)OCCO2)C(=O)Nc1ncc(Cl)cc1Cl (stereo unspecified),0.0%,-4%,i,18,-2%,-26,-155,4%,1.1,1366,i,1.1,0.8%
Cn1c(=O)c2c(ncn2CC(=O)N/N=C/C(Br)=C/c2ccccc2)n(C)c1=O,-0.5%,-2%,i,42,-7%,14,13,4%,-1.7,1161,i,0.5,6.6%
COc1ccccc1CCNC(=O)CSc1nnc2ccc(-c3cccnc3)nn12,-0.9%,11%,i,18,2%,-8,3,-5%,-1.5,1043,i,0.5,3.6%
CCOC(=O)c1ccc(NC(=O)CN(Cc2ccc(Cl)cc2)S(C)(=O)=O)cc1,1.0%,-2%,i,11,0%,8,-5,7%,2.0,1062,i,0.5,3.8%
Cc1ccc(CNC(=O)C(NS(=O)(=O)c2cccs2)C(C)C)cc1 (stereo unspecified),-0.7%,8%,i,8,-6%,-12,3,7%,1.2,1139,i,0.5,1.3%
COc1cccc(NC(=O)c2cc(-c3ccncc3)nc3c(C)cc(C)cc23)c1,-0.8%,5%,i,21,5%,19,12,2%,5.5,1333,i,0.7,6.6%
CC(=O)Nc1cccc(-c2nc3ccccc3[nH]2)c1,-0.4%,6%,i,8,-11%,4,9,13%,-1.4,1151,i,0.1,1.3%
COc1ccc(S(=O)(=O)Nc2ccccc2C(=O)NCc2ccco2)cc1,0.3%,-4%,i,33,-16%,-22,-94,2%,-0.2,1130,i,0.4,2.0%

(cont.)
Values in the order: West Nile antiviral, Large T inhibition, T cell modulator, T cell modulator vesicle-bound %, PhoP inhibition, WT yeast gro inh, WT yeast gro inh mutant strain, Rac1 GTP hydrolysis, b-catenin transl, b-catenin transl cell count 5 µM, Myeloid diff 2, Myeloid diff 2 GFP+ MAC1+ %, RSV antiviral HEp-2
COc1ccc(Br)cc1CN1CCN(C(=O)c2cccc(F)c2)CC1
    -1.1%, 22%, i, 60, 9%, ., ., 27%, ., ., ., ., 4.4%
Cc1ccc2cccc(SCC(=O)NCc3ccco3)c2n1
    -0.1%, 8%, i, 50, -2%, -1, -6, 6%, 0.1, 766, i, 1.0, 0.7%
Cc1noc(C)c1CN(C(=S)NC1CC2CCC1C2)c1ccccc1 (stereo unspecified)
    -0.8%, 3%, i, 14, 0%, 42, 23, -2%, -0.3, 1050, i, 0.6, 4.9%
COc1ccc(Cl)cc1S(=O)(=O)Nc1ccncc1
    0.1%, 4%, i, 53, 0%, -9, -4, ., -3.8, 1102, i, 0.1, 1.7%
S=C(NCc1ccccc1)NC1CCCCC1
    -0.6%, 5%, i, 47, -5%, 25, 22, 10%, 0.6, 1029, +, 0.7*, 0.9%
COc1ccc(C(=O)Nc2ccccc2-c2ccccc2)cc1Cl
    -1.3%, -7%, i, 29, -14%, 7, 4, -4%, -0.3, 1095, i, 0.2, 5.1%
COc1ccccc1NC(=O)CSCc1ccc([N+](=O)[O-])cc1
    -0.2%, 3%, i, 49, -6%, -1, -1, 5%, -3.1, 1027, i, 0.2, 2.2%
COc1ccccc1C(O)c1nccn1C (stereo unspecified)
    0.0%, 11%, i, 34, -4%, ., ., 5%, -0.2, 1375, i, 0.5, .
CC(C)CCNC(=O)c1ccc2c(c1)ncn2C1CCCCC1
    0.3%, 28%, i, 11, -13%, 2, -12, 7%, 1.9, 1407, i, 0.7, 4.2%
CC(=O)Nc1ccc2nc(NC(=O)c3ccc([N+](=O)[O-])s3)sc2c1
    ?, 8%, i, 11, -15%, ., ., ., -0.9, 1145, ., ., -3.4%
Cc1nc(-c2ccc(Cl)cc2)sc1C1(C)CC(c2ccc(Br)cc2)=NO1 (stereo unspecified)
    -0.2%, 5%, i, 12, 8%, ., ., 7%, ., ., i, 1.1, -0.5%
O=[N+]([O-])c1ccc(NCCCN2CCOCC2)c([N+](=O)[O-])c1
    -1.4%, ., i, 31, ., -28, 3, 4%, 1.0, 917, i, 0.6, 1.8%
O=C(Nc1ccc(C(=O)O)cc1)/C(=C\C=C\c1ccccc1)NC(=O)c1cccc(Br)c1
    1.1%, 18%, i, 50, -3%, 13, 7, 3%, 0.4, 1516, i, 0.2, 38%
CCOC(=O)C1(C)NC(c2ccco2)C2C(=O)N(CC)C(=O)C21 (stereo unspecified)
    0.4%, 24%, i, 19, -4%, -2, -6, -12%, -0.2, 1019, i, 0.1, -2.4%
CCOc1ccc(N(CC(=O)Nc2ccccc2C)S(=O)(=O)c2c(C)noc2C)cc1
    0.9%, -7%, i, 40, 7%, 4, 0, 1%, 68*, 594*, ?, ., 3.1%
